# Compound activity from PubChem.
# NALP1 inh = NALP1 inhibition | hit rate 0.61% among 280,000 | S. cerevisiae NALP1/ASC/caspase-1 growth, X-gal OD620, 72 h | inhibition, % at 10 µM; in the data active = inhibition mostly above about 24%, no sharp cut-off; inactive = mostly below about 32%; note: some compounds called inactive have numbers as strong as hits
# IDE cell activ = IDE (human) activation, cell-based. HEK cells, FAbeta-B cleavage, fluorescence polarization; 0% vehicle, 100% cell-free pure enzyme wells. activation, % at 5.96 µM. hit rate 0.073% among 340,000;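 active = activation above the mean of all tested compounds plus 3 SD, set per screening campaign, cut at about 17% in these data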
# VIM-2 inhibitor = inhibitors of Pseudomonas aeruginosa VIM-2 metallo-beta-lactamase; purified VIM-2, nitrocefin hydrolysis, epi-absorbance fluorescence; inhibition, % at 5.6 µM; hit rate 0.89% among 290,000; AID 1527;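 active = inhibition above the mean of all tested compounds plus 3 SD, cutoff set per screening run, cut at about 7.5% in these data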;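 note: red hydrolysis product quenches plate fluorescence so inhibitors raise well fluorescence; 0% = enzyme with DMSO and 100% = DMSO without enzyme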
# IMP-1 inh = inhibitors of Pseudomonas aeruginosa IMP-1 metallo-beta-lactamase; purified IMP-1, nitrocefin hydrolysis, epi-absorbance fluorescence; inhibition, % at 5.6 µM; hit rate 0.45% among 290,000;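 active = inhibition above the mean plus 3 SD of all compounds in the same screening run, cut at about 4.5% in these data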;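 note: 0% = IMP-1 with DMSO and 100% = DMSO wells lacking enzyme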
#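 Test system: recombinant IMP-1 enzyme, purified / Medium: HEPES buffer pH 7.1 with ZnSO4 and Brij 35 / Doses: single dose, 5.6 µM / Times: 25 °C, 15 min preincubation, 25 min reaction / Detection: Epi-absorbance via hydrolysed-nitrocefin quenching of white-plate fluorescence, 480/530 nm, EDTA stop / Evaluation: percent inhibition from optical density relative to buffer-blank wells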
# GPR7 antagonist = human neuropeptides B/W receptor 1 antagonism. GPR7-expressing cells, fluorescence antagonist assay. inhibition, % at 4.4 µM. AID 1861. hit rate 1.1% among 290,000. P48145; in the data active = inhibition above about 16%, passing the limit was not always enough;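 note: cells stimulated with the agonist NPW; 0% = agonist with vehicle and 100% = vehicle without agonist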
# Target sequence (P48145 whole entry, looked up): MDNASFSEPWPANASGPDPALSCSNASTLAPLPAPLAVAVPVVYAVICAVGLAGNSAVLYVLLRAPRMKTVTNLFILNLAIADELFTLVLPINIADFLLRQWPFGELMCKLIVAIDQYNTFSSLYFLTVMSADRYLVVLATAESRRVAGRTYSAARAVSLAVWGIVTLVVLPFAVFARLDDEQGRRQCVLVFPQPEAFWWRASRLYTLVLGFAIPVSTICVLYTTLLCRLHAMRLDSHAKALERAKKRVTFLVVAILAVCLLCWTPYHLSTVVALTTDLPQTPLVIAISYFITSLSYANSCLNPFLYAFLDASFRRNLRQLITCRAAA
# p-CIP stab down = p/CIP protein destabilization; Q05BA5; F442A p/CIP-EGFP cells, EGFP fluorescence, 16 h; decrease of EGFP signal, % at 10 µM; hit rate 0.01% among 290,000;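 active = EGFP signal decrease of at least 30% at 10 µM or well 3 SD below plate mean, unless failing retest; inactive = the rest, including hits failing retest or dose response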; note: some compounds called inactive have numbers as strong as hits; many of its hits are not listed in these tables
# PfM18AAP inh = PfM18AAP enzyme inhibition. AID 1822. hit rate 1.2% among 290,000. recombinant PfM18AAP, H-Glu-NHMec fluorogenic cleavage. inhibition, % at 7.35 µM;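 active = inhibition above the campaign mean inhibition over all tested compounds plus 3 SD, cut at about 28% in these data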;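 note: 0% = plate median of test compound wells and 100% = 2 mM ZnCl2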
# IDE cell inh = cellular human IDE inhibition. P14735. HEK cells, FAbetaB cleavage, fluorescence polarization. inhibition, % at 5.59 µM. hit rate 0.41% among 320,000;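 active = percent inhibition above the average of all tested compounds plus 3 SD, set per screening campaign, cut at about 16% in these data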;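 note: IDE supplied by intact live HEK cells; FP after avidin binding of uncleaved biotin substrate so inhibition keeps polarization high; 0% = DMSO wells and 100% = 60 µM reference IDE inhibitor Ii1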
# PHOSPHO1 inh = blocks human PHOSPHO1 phosphatase activity. Q8TCT1. recombinant PHOSPHO1, absorbance phosphatase assay. inhibition, % at 13.3 µM. hit rate 1.1% among 290,000; in the data active = inhibition above about 60%
# Target sequence (Q8TCT1 whole entry, looked up): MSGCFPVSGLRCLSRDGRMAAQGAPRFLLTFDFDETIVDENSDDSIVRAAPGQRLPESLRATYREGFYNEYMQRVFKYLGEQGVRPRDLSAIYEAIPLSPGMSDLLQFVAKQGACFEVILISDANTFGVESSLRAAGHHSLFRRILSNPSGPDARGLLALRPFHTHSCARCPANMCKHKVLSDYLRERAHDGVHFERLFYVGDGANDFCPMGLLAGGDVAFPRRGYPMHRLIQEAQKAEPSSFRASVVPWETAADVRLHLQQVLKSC
# The depositor's hits bear a star; . = not tested or not shown.
# Order of values: NALP1 inh | IDE cell activ | VIM-2 inhibitor | IMP-1 inh | GPR7 antagonist | p-CIP stab down | PfM18AAP inh | IDE cell inh | PHOSPHO1 inh
> CC(C)(C)OC(=O)N1CCC(c2c(C(=O)NC3CC3)cnn2-c2ccc(Cl)cc2)CC1
    11 | 6 | -2.3 | -5.5 | -1 | -5 | 1 | 3 | 22
> O=C(Nc1nncs1)c1cccc(S(=O)(=O)N2CCCCC2)c1
    -25 | -1 | -1.0 | -1.2 | -6 | -13 | 5 | -5 | 5
> CC(=O)NCCc1ccc(C(=O)Cn2cnc3ccccc3c2=O)cc1
    -8 | 3 | -3.1 | -2.3 | -6 | -16 | 0 | 2 | 32
> CCCOP(=O)(c1ccc(N(C)C)cc1)C(O)c1ccncc1 (stereo not drawn)
    14 | 1 | -3.2 | -3.5 | -6 | -19 | -3 | 4 | -12
> CC(C)=CCc1c(O)ccc2c1OC(c1ccc(O)c(O)c1)CC2=O (stereo not drawn)
    -17 | 1 | -0.8 | -1.0 | -9 | -10 | 62* | 8 | -8
> CCCc1nnc(SCC(=O)NC2CC2)n1CC
    -1 | -2 | -3.9 | -1.9 | -4 | -3 | 2 | 1 | 27
> CCOC(=O)c1ccc(NC(=O)C(=O)NCc2ccc(/C=C(/C#N)C(=O)NCCOC)o2)cc1
    6 | 3 | -2.6 | -2.1 | -4 | 3 | 6 | 5 | 35
> CS(=O)(=O)N(CC(=O)N1CCN(c2ccccc2)CC1)c1cccc(Br)c1
    -2 | 2 | -0.9 | -2.0 | -6 | -1 | -1 | -2 | 98*
> Cc1c(NC(=O)C(C)OC(=O)/C=C/c2ccco2)c(=O)n(-c2ccccc2)n1C (stereo not drawn)
    -17 | -1 | -2.0 | -1.2 | -7 | 34 | -1 | -4 | -54
> CCC(C)C(=O)NCCc1ccc(S(N)(=O)=O)cc1 (stereo not drawn)
    27 | -3 | -7.0 | -3.3 | -6 | -6 | 4 | 3 | -2
> COc1cccc(C(=O)NN2CC(O)=C(c3nc4ccccc4s3)C2=N)c1
    -6 | 6 | -0.6 | -1.2 | -13 | -2 | -5 | 7 | 47
> Cc1cccc(OCc2nnc(SC(C)C(=O)O)n2-c2ccccc2)c1 (stereo not drawn)
    14 | 7 | -1.2 | -2.7 | 5 | -11 | -3 | -1 | -24
> COc1ccc(C(=O)NC2CCN(C(=S)Nc3ccc(C)cc3)CC2)cc1
    -4 | 0 | -0.9 | -2.4 | -9 | -4 | 4 | -4 | 44
> Cc1ccc(/C=C\c2nccc3c2[nH]c2ccccc23)cc1
    14 | 3 | -2.1 | -1.7 | -11 | -1 | -1 | 13 | 45
> COc1cccc(CN(CC2CCCO2)C(=O)c2cc3ccccc3oc2=O)c1 (stereo not drawn)
    -1 | 3 | -5.7 | -3.6 | 0 | -3 | -8 | 0 | 30
> O=C(O)c1ccccc1C(=O)N1N=C2/C(=C/c3cccc([N+](=O)[O-])c3)CCCC2C1c1cccc([N+](=O)[O-])c1 (stereo not drawn)
    -7 | 0 | -0.8 | -0.6 | 2 | -5 | 6 | 10 | 4
> CC(O)c1nc2cc([N+](=O)[O-])ccc2n1Cc1ccccc1 (stereo not drawn)
    1 | 5 | -2.1 | -1.8 | -5 | 2 | 0 | -5 | 35
> Fc1cccc(F)c1CN1CCN(c2ncccn2)CC1
    19 | 7 | -1.4 | -2.0 | -11 | 5 | 8 | -4 | 14
> COC(=O)c1ccc(NC(=O)c2ccc(NS(=O)(=O)c3cccc4cccnc34)cc2)cc1
    -2 | -6 | -1.3 | -3.2 | -8 | 0 | -4 | 6 | 16
> Cc1ccc(N2C(=O)C3C(C2=O)C2C=CC3C23CC3)c([N+](=O)[O-])c1 (stereo not drawn)
    8 | -3 | 1.8 | -1.8 | -12 | -5 | -16 | 3 | 24
> O=S(=O)(c1ccccc1Cl)N1CCCC(c2nc(-c3cccnc3)no2)C1 (stereo not drawn)
    6 | 4 | -1.4 | 0.1 | 0 | 2 | -1 | -1 | -7
> COc1ccc(Cl)cc1NC(=O)CN1CCC(n2nnc3cc(F)ccc32)CC1
    4 | 4 | -2.7 | -4.6 | -10 | -14 | -1 | 6 | 11
> COC(=O)C1CCN(C(=O)CSc2nc3ccc(OC)cc3[nH]2)CC1
    -15 | -1 | -2.1 | -2.5 | 0 | 7 | -1 | -2 | -86
> CCOC(=O)c1cc2nc(-c3ccco3)cc(C(F)(F)F)n2n1
    7 | 0 | 2.5 | 1.1 | -13 | -5 | 0 | 5 | -1
> CC(NC(=O)C(CC(=O)OC(C)(C)C)NC(=O)OC(C)(C)C)C(N)=O (stereo not drawn)
    -2 | 4 | -3.4 | -3.0 | -6 | 0 | -1 | 5 | 4
> CCCCCCc1cc2cc(C(=O)Nc3ccc(OC)cc3)c(=O)oc2cc1O
    16 | 4 | -3.0 | -2.1 | -13 | -1 | -1 | 5 | -21
> COc1ccccc1C(=O)Nc1ccc2c(c1)CN(Cc1cnc(C)s1)CC2
    17 | 0 | 2.5 | -0.5 | 10 | 2 | -1 | -2 | 29
> CSCCC1(C(=O)O)NC(c2ccccc2O)C2C(=O)N(C(C)C)C(=O)C21 (stereo not drawn)
    -18 | 0 | -4.4 | -3.3 | -4 | -5 | -2 | -1 | 28
> O=C(c1sc2ccccc2c1Cl)N1CCN(CCc2ccccn2)CC1
    16 | 5 | -1.2 | -0.4 | -11 | -12 | -4 | -3 | 12
> COC(CNC(=O)C1CC(=O)N(CCc2ccc(C)cc2)C1)OC (stereo not drawn)
    4 | 1 | -2.4 | -2.8 | -10 | -12 | -4 | 4 | 34
> Cc1cc(NS(=O)(=O)c2ccc(NC(=O)c3oc4ccccc4c3C)cc2)no1
    1 | -9 | -6.0 | -3.4 | -5 | -2 | 0 | 6 | -6
> O=C(NCCCN1CCOCC1)C(=O)NCC1OCCCN1S(=O)(=O)c1cc(F)ccc1F (stereo not drawn)
    -2 | -1 | -2.7 | -4.2 | 5 | -12 | 4 | 2 | 75*
> CC1(C)CC(=O)C(C2=NC3(CCCCC3)Cc3ccccc32)=C(O)C1
    -1 | -3 | -2.2 | -2.3 | 4 | -24 | 0 | -1 | 53
> COc1ccc(C2C(C(=O)c3ccco3)=C(O)C(=O)N2CCOCCO)cc1OC (stereo not drawn)
    21 | 13 | 4.2 | -0.2 | -2 | -42 | 20 | 4 | 30
> Cn1c(SCC(=O)Nc2ccccc2)nc2ccccc2c1=O
    3 | 2 | -0.3 | -2.4 | -1 | -25 | -8 | . | 30
> Cc1ccc(/C=C2/SC(=S)N(c3ccc(S(=O)(=O)Nc4nccs4)cc3)C2=O)cc1
    . | -4 | -2.1 | 0.1 | 4 | -16 | 9 | 0 | 32
> OCCC1CN(CC#Cc2ccccc2)CCN1Cc1ccccc1F (stereo not drawn)
    -11 | 0 | -3.0 | -3.9 | -12 | 5 | 2 | -3 | 9
> COC(=O)c1ccc(Cn2cnc3cnccc32)cc1
    8 | 3 | 2.7 | -1.2 | -2 | 9 | -1 | -3 | 44
> Cc1ccc(C(C(=O)NCc2ccc(F)cc2)N(Cc2ccco2)C(=O)c2snc(C(N)=O)c2N)o1 (stereo not drawn)
    -5 | 4 | -1.3 | -2.9 | -7 | 7 | 13 | 3 | 44
> O=C(O)CN1C(=O)/C(=C/c2ccsc2)SC1=S
    -6 | . | 2.9 | 0.2 | 3 | -1 | 29* | 2 | -4

# In another format: entries from further up
NALP1 inh	IDE cell activ	VIM-2 inhibitor	IMP-1 inh	GPR7 antagonist	p-CIP stab down	PfM18AAP inh	IDE cell inh	PHOSPHO1 inh	Structure
7	0	2.5	1.1	-13	-5	0	5	-1	CCOC(=O)c1cc2nc(-c3ccco3)cc(C(F)(F)F)n2n1
-2	4	-3.4	-3.0	-6	0	-1	5	4	CC(NC(=O)C(CC(=O)OC(C)(C)C)NC(=O)OC(C)(C)C)C(N)=O (stereo not drawn)
16	4	-3.0	-2.1	-13	-1	-1	5	-21	CCCCCCc1cc2cc(C(=O)Nc3ccc(OC)cc3)c(=O)oc2cc1O
17	0	2.5	-0.5	10	2	-1	-2	29	COc1ccccc1C(=O)Nc1ccc2c(c1)CN(Cc1cnc(C)s1)CC2
-18	0	-4.4	-3.3	-4	-5	-2	-1	28	CSCCC1(C(=O)O)NC(c2ccccc2O)C2C(=O)N(C(C)C)C(=O)C21 (stereo not drawn)
16	5	-1.2	-0.4	-11	-12	-4	-3	12	O=C(c1sc2ccccc2c1Cl)N1CCN(CCc2ccccn2)CC1

# (more compounds)
smiles	NALP1 inh	IDE cell activ	VIM-2 inhibitor	IMP-1 inh	GPR7 antagonist	p-CIP stab down	PfM18AAP inh	IDE cell inh	PHOSPHO1 inh
CC(=O)Cc1cc(O)c2ccccc2c1OC(=O)c1ccc(Br)cc1	-2	6	-2.1	-2.9	-13	-83	12	15	-10
Cc1ccc(C)n1-n1cnc2sc(-c3ccccc3)cc2c1=O	11	1	-3.2	-3.1	-2	-14	3	-5	-7
CC(C)Sc1nnc(NC(=O)c2ccc3c(c2)OCO3)s1	15	2	-0.1	-0.3	-6	-41	-6	-3	27
O=C(NNS(=O)(=O)c1ccccc1)c1cc2cc3ccccc3nc2s1	-6	-1	0.7	-0.7	8	-14	13	-2	16
CC(C)N(Cc1ccccc1)S(=O)(=O)c1ccc2c(c1)NC(=O)CO2	-23	1	-1.4	-1.8	-10	1	2	2	32
CCc1ccc2[nH]c(=O)c(CN(Cc3ccccc3OC)C(=O)Nc3ccccc3OC)cc2c1	7	6	-1.6	-0.2	-1	-4	-3	0	0
CCCNc1nc(Nc2ccc(C)cc2)nc(N2CCCC2)n1	42*	9	-1.0	-2.1	2	4	-9	-1	4
COc1cc(NC(=O)COC(=O)CSc2cc(C)ccc2C)c(C)cc1[N+](=O)[O-]	-11	0	-1.0	-1.2	-10	5	-1	7	11
O=[N+]([O-])c1cc(S(=O)(=O)/N=C(/c2ccccc2)N2CCOCC2)ccc1Cl	-10	-3	-2.0	-2.8	-8	-3	-1	4	38
O=C(CCc1c[nH]c2ccccc12)N[C@@H](Cc1c[nH]c2ccc(O)cc12)C(=O)O	12	2	-3.9	-3.1	5	8	-25	1	20
CC(C)CN(C(=O)COC(=O)Cc1c[nH]c2ccccc12)C1CCS(=O)(=O)C1 (stereo not drawn)	22	4	-3.0	-1.7	-8	-2	-1	1	15
COc1ccccc1N1CCN(C(=O)C2CC(=O)N(c3ccccc3)C2)CC1 (stereo not drawn)	-6	4	-1.6	-4.5	-4	-1	9	-2	31
Cc1ccc([N+](=O)[O-])c(OCc2ncc(Cl)n2C)c1	22	6	-3.3	-5.1	-14	9	4	10	11
C=Cn1c(C(=O)O)ccc1-c1ccc(CC)cc1	.	-3	-0.3	-1.8	19	2	-8	1	28
Cc1cc(-n2c(C)cc(C(=O)COC(=O)CN=C3NS(=O)(=O)c4ccccc43)c2C)no1	12	1	-2.4	-4.0	-8	-8	0	6	11
O=C(CCCOc1ccc(Cl)cc1)NCC1CCCO1 (stereo not drawn)	7	5	-2.1	-2.6	11	3	1	-8	27
COc1ccc2c(c1)C(=O)N(c1ccc(C)cc1C)C(=O)C2	45	-4	-3.5	0.5	-9	3	5	5	-13
CC1CC(C)CN(CCCOc2ccccc2[N+](=O)[O-])C1 (stereo not drawn)	29	9	-1.8	-1.3	4	-6	-9	0	0
